High-throughput results deposited in PubChem by National Center for Advancing Translational Sciences (NCATS).
TSHR antag – antagonists of human thyroid stimulating hormone receptor; TSHR-expressing cells, TSH-stimulated cAMP HTRF, 2 h; active compounds read low; activity change, negative = inhibition, % at 11.5 µM; 0.2% of 330,000 active;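 active means activity change below a set negative limit, meaning inhibition stronger than a set level, cut at about -70% in these data; inconclusive means activity change between two set negative limits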; further: on the % scale 0 is the no-effect control and ±100 the full control effect
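Inhibition of cAMP made by TSHR-expressing cells under TSH stimulation (4nM final, EC80; 2 h, 37 deg C) is quantified with a one-step lysis HTRF kit, anti-cAMP cryptate versus cAMP-d2.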
ELG1 repair inh – blocks ELG1-dependent DNA repair in HEK293T cells. HEK293T ELG1-luciferase reporter, luminescence, 16 h; DNA damage induced by 5-fluorouridine. Potency, µM (top dose mostly 46.1 µM), for the others: at the top dose activity change, negative = inhibition, actives largely listed as inhibitors. 2.3% of 330,000 active. AID 504467; further: potency means the concentration at half of the fitted maximal effect; on the % scale 0 is the no-effect control and ±100 the full control effect; nearly all actives have a fitted effect of over 55% in size
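5-Fluorouridine DNA damage + compound/DMSO, 2,000 cells/well, 16 h, 37 °C/5% CO2. ONE-Glo, 30 min RT, luminescence. Readout = decrease in reporter signal.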
uPA surface inh – blocks generation of uPA at the cell surface; cell surface uPA generation assay, qHTS; AID 540303; Potency, µM (highest dose often 38.3 µM), for inactives: at the highest dose activity change, negative = inhibition, usual class: inhibitors; 0.31% of 330,000 active; active means well fitted inhibition curve with a large enough effect; inconclusive means small, poorly fitted or top-dose-only effect; inactive means no such curve, though single readings can be large or run the other way; tested in mouse RAW 264.7 cells; further: potency means the concentration at half of the fitted maximal effect; on the % scale 0 is the no-effect control and ±100 the full control effect; nearly all actives have a fitted effect of over 55% in size
TCR activator – activates T cell receptor signaling; primary human leukocytes, anti-CD3, IL-2 HTRF, 48 h; Potency, µM (top dose mostly 9.22 µM), inactives show at the top dose activation of IL-2 secretion, usual class: activators; 330,000 tested, under 10 active; AID 504894; further: % of control where 0% means no effect
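Activity was scored as IL-2 release from primary human leukocytes given only a TCR signal (a-CD3 beads) plus compound for 48 hr. Detection used a two-antibody HTRF format read at 665nm.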
PTAP TSG101 blk – blocks PTAP/TSG101 interaction to inhibit HIV-1 budding; Potency, µM (titrated, usually from 115 µM), without a hit: top-dose activity change, negative = inhibition, actives largely listed as inhibitors; Q99816; Fluorescence polarization, FITC-PTAP peptide / Tsg101 binding; 340,000 tested, under 10 active; active means well fitted inhibition curve with a large enough effect in the main read-out, with a control signal flat, not every such curve was filed as active; inconclusive means small, poorly fitted or top-dose-only effect, or effect the other way, or a change in a side signal; inactive means no such curve, though single readings can be large or run the other way; further: potency means the concentration at half of the fitted maximal effect; % of control where 0% means no effect
Target sequence (Q99816 whole entry, looked up): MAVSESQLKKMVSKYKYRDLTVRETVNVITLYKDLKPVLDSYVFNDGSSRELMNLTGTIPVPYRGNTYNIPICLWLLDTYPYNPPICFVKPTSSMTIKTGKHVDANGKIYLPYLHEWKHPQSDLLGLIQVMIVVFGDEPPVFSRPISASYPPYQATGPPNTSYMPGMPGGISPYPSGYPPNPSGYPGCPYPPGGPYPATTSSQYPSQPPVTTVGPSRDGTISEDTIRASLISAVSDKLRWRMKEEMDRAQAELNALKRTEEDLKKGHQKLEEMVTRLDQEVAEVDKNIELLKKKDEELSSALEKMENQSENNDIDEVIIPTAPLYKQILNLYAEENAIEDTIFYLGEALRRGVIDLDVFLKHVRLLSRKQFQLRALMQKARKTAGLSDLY
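FP read-out: FITC-PTAP peptide, 50 nM final, binding Tsg101 binding domain, 10 uM final; 20 min, r.t.; 10 mM HEPES pH 7.5, 0.15 M NaCl, 0.01% Tween 20, 3 mM EDTA, 0.1 mM TCEP.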
Mito fusion act – blocks mitochondrial division or promotes mitochondrial fusion; S. cerevisiae fusion-defective mutant growth rescue, CellTiterGlo 48 h; Potency, µM (doses to about 46.1 µM), inactives show at the top dose growth rescue (activation), usual class: activators; 0.23% of 320,000 active; AID 485298;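 further: potency means the concentration at half of the fitted maximal effect; % of control where 0% means no effect; nearly all actives have a fitted effect of over 45% in size; temperature-sensitive fusion mutants such as fzo1-1 at 37 °C on non-fermentable ethanol glycerol medium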
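Yeast fusion mutant, YPEG (non-fermentable carbon), compound, 48 h at 37C non-permissive; CellTiterGlo added, 10 min RT, luminescence read. Rescued growth = division inhibition.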
USP2a inh – blocks human ubiquitin-specific protease USP2a | O75604 | USP2 core, Ub-CHOP2 coupled fluorogenic reporter, 485/531 | Potency, µM (top dose mostly 38.3 µM), without a hit: at the top dose activity change, negative = inhibition, hits mostly inhibitors | 0.01% of 330,000 active | AID 463254;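 further: potency means the concentration at half of the fitted maximal effect; plate controls were DMSO wells for no effect and full inhibition by NEM control for full effect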
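Cell-free coupled assay: 10nM USP2 core preincubated 30min RT with compound in Tris-HCl pH 8.0/CaCl2/CHAPS buffer, then 25nM Ub-CHOP2 and 25nM reporter substrate; fluorescence (Ex 485/Em 531) read after 60min RT, normalized to NEM inhibition, concentration-response curves fitted.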
Eya2 inh – blocks the phosphatase activity of human Eya2; recombinant Eya2, OMFP fluorescence dephosphorylation (OMFP is methylfluorescein phosphate); O00167; 0.006% of 330,000 active; Potency, µM (top dose mostly 76.9 µM), inactives show top-dose activity, negative = inhibition, actives largely listed as inhibitors; further: potency means the concentration at half of the fitted maximal effect; on the % scale 0 is the no-effect control and ±100 the full control effect
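Eya2 (0.2 uM) preincubated 10 min at ambient with compound, then OMFP substrate added at 50 uM; 10 min reaction in 50 mM HEPES pH 7.5, 50 mM NaCl, 5 uM MgCl2, 0.05% BSA, 1 mM DTT. Fluorescence read at Ex 485/Em 525 nm.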
Tb PFK inh – blocks T. brucei phosphofructokinase | 0.17% of 330,000 active | T. brucei PFK, ADP-Glo luminescence | O15648 | Potency, µM (top dose mostly 57.5 µM), without a hit: top-dose activity, negative = inhibition, most hits filed as inhibitors | AID 485367;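 further: potency means the concentration at half of the fitted maximal effect; 0% = uninhibited 1x PFK enzyme wells and -100% = no-enzyme wells; nearly all actives have a fitted effect of over 60% in size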
Target sequence (O15648 whole entry, looked up): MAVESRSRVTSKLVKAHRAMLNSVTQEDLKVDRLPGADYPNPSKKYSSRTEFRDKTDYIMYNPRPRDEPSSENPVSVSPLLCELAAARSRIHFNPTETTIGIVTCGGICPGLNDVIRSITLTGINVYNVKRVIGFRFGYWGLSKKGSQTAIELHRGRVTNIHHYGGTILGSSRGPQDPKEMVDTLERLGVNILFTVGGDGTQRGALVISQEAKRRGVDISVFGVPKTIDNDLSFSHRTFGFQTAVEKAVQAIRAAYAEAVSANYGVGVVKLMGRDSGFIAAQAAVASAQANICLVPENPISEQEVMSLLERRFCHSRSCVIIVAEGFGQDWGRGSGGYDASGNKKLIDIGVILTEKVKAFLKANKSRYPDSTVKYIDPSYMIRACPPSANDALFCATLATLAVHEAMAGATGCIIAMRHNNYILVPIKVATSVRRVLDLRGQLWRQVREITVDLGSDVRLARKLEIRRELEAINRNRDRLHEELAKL
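Activity is normalized to no-enzyme wells (full inhibition) and 1.25 nM enzyme wells (no inhibition). Reaction: 0.5 mM F6P, 0.1 mM ATP, 45 min RT, ADP-Glo luminescence; concentration-response curves fitted and classed by quality.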
Chronic BCR inh – blocks chronic active B-cell receptor signaling | ABC-DLBCL IkBa-CBG/CBR reporter, luminescence ratio, 4 h | Potency, µM (series often up to 46.1 µM), inactives show top-dose ratio change, negative = lower green/red ratio, hits mostly inhibitors | 0.05% of 340,000 active; active means well fitted inhibition curve with a large enough effect in the signal ratio, with a control signal flat, not every such curve was filed as active; inconclusive means small, poorly fitted or top-dose-only effect, or effect the other way, or a change in a side signal; the % refers to the signal ratio;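 further: potency means the concentration at half of the fitted maximal effect; plate controls were basal doxycycline-induced cells for no effect and cells given 10 µM MG132 for full effect; MG132 reads +100%, hits lower the ratio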
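TMD8 ABC-DLBCL cells carrying doxycycline-inducible green luciferase fused to IkappaBalpha plus unfused red luciferase were exposed to compounds (up to 46 uM) for 4 hrs at 37C. Activity came from the overlap-corrected green/red luminescence ratio.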
B2AR arrestin – beta2AR (human) beta-arrestin recruitment activity | 0.02% of 330,000 active | beta-arrestin recruitment to beta2AR, cell-based reporter | P07550 | Potency, µM (series often up to 46.1 µM), for the others: at the top dose activation, hits mostly activators;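 further: potency means the concentration at half of the fitted maximal effect; 0% = DMSO controls and full agonism = EC100 isoproterenol or metaproterenol; nearly all actives have a fitted effect of over 65% in size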
Starred values were filed as active, the others as inactive; ? = inconclusive; · = not tested or not shown; [ ] = dose if it differs, or a comment. Unless noted, the call rests on the fitted dose curve; in most records, active means well fitted curve in the direction sought with a large enough effect; inconclusive means small, poorly fitted or top-dose-only effect, or another doubt; inactive means no such curve, though single readings can be large; an effect the other way counts as inactive or inconclusive.

SMILES	TSHR antag	ELG1 repair inh	uPA surface inh	TCR activator	PTAP TSG101 blk	Mito fusion act	USP2a inh	Eya2 inh	Tb PFK inh	Chronic BCR inh	B2AR arrestin
CCOc1ccc(OCC)c(NC(=O)Cn2cccc2)c1	-0.5	-17.0%	7.1%	2.6%	1.0%	7.7%	2.3%	11.6%	-3.1%	?	0.1%
CCN(CC)C(=O)C1=C(C)Nc2ncnn2C1c1cccnc1 (configuration not stated)	10.2	0.0%	7.8%	1.2%	-1.2%	-3.3%	-0.7%	8.8%	0.1%	-2.3%	-0.3%
CSCC[C@H](N)C(=O)N1CCC(C(=O)N[C@@H](C)C(=O)NCc2ccc(F)cc2)CC1	-6.4	3.3%	6.1%	-1.7%	0.8%	-0.9%	3.6%	1.8%	-4.2%	-1.8%	-0.3%
COc1ccccc1N(C(=O)c1ccco1)C(C(=O)NC1CCCC1)c1cccnc1 (configuration not stated)	2.4	0.4%	5.7%	0.3%	-4.7%	-2.1%	1.0%	4.0%	-0.1%	0.2%	-0.1%
CC(=O)N(C1=C(O)c2ccccc2C(=O)C1=O)C1CCCCC1	11.2	21.0%	·	0.2%	-4.5%	2.4%	-4.5%	13.9%	3.4%	20.9%	0.7%
CC1CCCN(C(=O)CSCC(=O)N=c2sc3ccccc3n2C)C1 (configuration not stated)	5.7	-2.3%	-4.9%	0.1%	-0.5%	0.2%	-1.4%	-6.3%	-3.2%	12.7%	-0.2%
Cc1cc2c(cc1S(=O)(=O)Nc1cccc(F)c1C)NC(=O)CO2	-13.4	-9.7%	-3.1%	2.6%	-6.7%	5.4%	0.3%	-8.1%	-3.7%	-1.2%	0.2%
CC(C(=O)Nc1ccc2c(c1)OCO2)N1CCC(N2CCCCC2)CC1 (configuration not stated)	4.3	?	-16.8%	·	0.5%	4.0%	-1.2%	-7.1%	0.8%	6.1%	-0.3%
CCOC(=O)c1ccc(NC(=S)NN2CCOCC2)cc1	7.3	?	0.3%	6.8%[46.1 µM]	-2.1%	-11.2%	-0.9%	1.5%	-8.5%	-1.1%	-0.3%
O=C(NCCCN1CCOCC1)c1cc(-c2ccc(F)cc2)nc2ccccc12	10.6	28.5%	?	2.1%	-7.0%	-6.1%	5.5%	3.9%	-4.6%	-23.5%	0.1%
CN1CCN(S(=O)(=O)c2ccc3ccccc3c2)CC1	8.1	-3.7%	2.8%	0.2%	-1.6%	-2.3%	-0.8%	-15.1%	-0.2%	20.2%	0.0%
C/C(=N\NC(=O)c1cccc(S(=O)(=O)Nc2cccc(Cl)c2)c1)c1cccs1	-6.0	-7.6%	0.2%	1.2%[46.1 µM]	2.0%	-2.7%	-0.8%	0.8%	4.0%	?	-0.2%
COc1ccccc1NC(=O)N1CCCC1C(=O)Nc1ccc2c(c1)OCCO2 (configuration not stated)	2.7	10.6%	?	0.4%	-5.1%	-2.7%	0.6%	7.0%	0.2%	0.7%	-0.3%
O=C(Cc1ccc(S(=O)(=O)N2CCOCC2)s1)Nc1ccc(S(=O)(=O)N2CCCCC2)cc1	0.1	?	-5.7%	1.0%	1.7%	2.9%	-1.1%	19.3%	-7.9%	2.0%	0.2%
CCOC(=O)c1c(C)[nH]c(C)c1C(=O)COc1ccc(NC(=O)c2ccco2)cc1	-4.1	?	0.7%	-16.9%	-0.5%	3.5%	-0.4%	-2.5%	-27.8%	?	0.5%
Fc1ccccc1COc1cccc(/C=N/n2cnnc2)c1	-10.4	-16.7%	·	-3.0%	5.4%	19.0%	-1.1%	9.7%	-0.7%	?	0.0%
Cc1ccc(S(=O)(=O)Nc2nc3ccccc3nc2Nc2cccc(S(=O)(=O)N3CCCC3)c2)cc1	-41.6	20.6µM*	-8.9%	-2.4%	?	5.3%	2.3%	5.9%	0.1%	-4.6%	-0.4%
COc1ccc(/C(C)=N/NC(=O)CNC(=O)C(c2ccccc2)c2ccccc2)c(OC)c1	-27.5	-10.5%	3.7%	-5.0%	-8.0%	-4.5%	-0.6%	-14.3%	0.4%	1.2%	-0.8%
CC(=O)Oc1cccc(/C=N\NC(=O)C(=O)N/N=C/c2cccc(OC(C)=O)c2)c1	2.4	?	0.4%	-21.5%	-1.6%	5.2%	2.1%	-6.9%	0.5%	5.8%	-0.7%
COc1cc(C2NC(=O)NC(c3ccccc3)=C2C(C)=O)cc([N+](=O)[O-])c1O (configuration not stated)	-6.2	11.5%	?	5.7%	-1.3%	-2.5%	-0.8%	-2.7%	-5.7%	11.8%	0.0%
Cc1ccc(O)c(CNn2cnnc2)c1	16.8	2.9%	-8.7%	2.5%[46.1 µM]	-9.5%	-1.9%	-9.9%	-4.8%	-2.1%	-8.3%	3.4%
Cc1cccc(Nc2nc(N)nc(CN3CCN(C)CC3)n2)c1	3.6	17.6%	·	-1.9%	-4.7%	-1.5%	-0.4%	-9.0%	9.4%	1.0%	-0.8%
Cc1cccc(NC(=S)NCCc2ccc(S(N)(=O)=O)cc2)c1C	9.4	3.2%	0.0%	1.3%[46.1 µM]	4.3%	-0.5%	4.8%	4.1%	-0.5%	-1.3%	7.3%
COc1cc(C(=O)NNC(=S)Nc2ccc(S(N)(=O)=O)cc2)cc(OC)c1OC	14.2	?	-7.7%	-13.2%	-0.5%	0.4%	-3.2%	14.3%	-20.5%	?	-0.1%
COc1cccc(/C=C/C(=O)c2ccc(NS(=O)(=O)c3ccc(C)cc3)cc2)c1	-19.4	?	-14.8%	-5.9%[46.1 µM]	-1.5%	0.7%	0.4%	-6.5%	3.2%	?	-0.6%
c1ccc2c(-c3csc(-c4ccncc4)n3)c[nH]c2c1	14.7	?	?	5.0%	-1.6%	-39.4%[inhibitor]	1.2%	0.7%	4.3%	?	-1.1%
CN(C(=O)COC(=O)c1ccccc1OCc1ccc(F)cc1)C1CCS(=O)(=O)C1 (configuration not stated)	3.6	2.6%	9.9%	7.0%	2.4%	-2.9%	1.8%	6.2%	7.2%	-1.2%	-0.1%
Cc1noc(C)c1COc1cccc(C(=O)OC(C)C(=O)Nc2c(C)n(C)n(-c3ccccc3)c2=O)c1 (configuration not stated)	-4.3	-11.0%	3.4%	-3.8%	-0.7%	-6.5%	0.3%	-9.4%	-5.5%	-1.3%	0.3%
Cn1c(=O)c2c(nc(Cl)n2CC(=O)NC2(C#N)CCCCC2)n(C)c1=O	4.7	-3.0%	2.4%	-0.6%	-4.6%	5.3%	0.2%	-4.6%	-1.6%	-16.7%	-0.3%
O=C(Nc1ccc(OC(F)F)cc1)c1cc(S(=O)(=O)N2CCCCC2)ccc1N1CCOCC1	31.9	-10.9%	1.9%	0.7%	-4.8%	13.8%	-9.1%	8.0%	-0.1%	0.9%	-1.4%
Cc1cc(NC(=O)CSc2n[nH]c(-c3ccccc3Br)n2)no1	-4.9	-8.2%	3.4%	-0.4%	-4.3%	·	4.0%	9.7%	0.0%	?	-0.7%
CCOCCCNc1ncnc2c1[nH]c1ccccc12	-10.4	14.6µM*	-6.6%	-2.0%	-5.3%	1.8%	0.5%	-34.0%	-3.3%	21.6%	-0.1%
NC(=O)C[C@@H]1NC(=O)CNC(=O)c2cc([N+](=O)[O-])cc(I)c2NCCC(C(N)=O)NC1=O (some centres not stated)	13.5	14.2%	5.8%	-7.0%	-26.7%	5.2%	3.0%	-3.1%	-0.3%	-0.9%	0.8%
COc1ccc(OCCNC(=O)/C=C/c2ccc([N+](=O)[O-])cc2)cc1	-5.4	-8.5%	3.8%	-2.2%	-1.2%	19.7%	2.6%	3.9%	1.3%	-7.3%	-0.9%
CC(=O)c1c(C)nn(C(C)CC(=O)O)c1C (configuration not stated)	-2.5	-9.9%	2.6%	4.0%[46.1 µM]	0.1%	-3.4%	-1.1%	11.4%	1.0%	11.6%	-0.6%
Cc1onc(-c2ccccc2Cl)c1C(=O)Nc1ccccc1O	8.0	-18.6%	-0.6%	-3.4%	-1.3%	18.3%	1.2%	2.7%	1.3%	9.2%	1.9%
CSC1=NCCCN1C(=O)c1c(-c2ccccc2Cl)noc1C	-1.3	5.5%	2.3%	-3.9%	-14.1%	-2.2%	0.5%	4.4%	5.2%	3.3%	-0.4%
CCOc1ccc(S(=O)(=O)N2CCN(C(=O)C3CC3C)CC2)cc1 (configuration not stated)	-12.7	-7.7%	-5.0%	8.9%	-0.7%	·	2.1%	5.7%	0.2%	-6.3%	-0.2%
Cc1c(CN2CCC(n3nccc3NC(=O)C3CCOC3)CC2)[nH]c2ccccc12 (configuration not stated)	7.5	-1.9%	-2.9%	-15.1%	·	0.3%	-1.3%	2.6%	3.9%	2.3%	-0.6%
COC(=O)c1ccccc1NC(=O)c1cc2nc(C3CC3)cc(C(F)(F)F)n2n1	0.0	-17.9%	·	-102.2%	3.2%	-0.9%	0.0%	-5.4%	0.3%	?	0.0%
